# High-throughput results as filed in PubChem BioAssay.
# XiGFP reactiv = activators of inactive X chromosome reactivation, primary screen, imaging, XiGFP fibroblasts, GFP high-content imaging, set 2; XiGFP mouse fibroblasts, % GFP-positive cells imaging, 3 d; cells co-treated with 5-aza-dC sensitizer; scaled so ellipticine positive control = 100%; activation, % at 7.58 µM; 0.055% of 360,000 active; AID 743238, 2013;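 active means mean normalized replicate activation at least 10% and every replicate at or above 10%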;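 further: 0% = median of on-plate neutral control wells and 100% = ellipticine 6 µM median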
#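 System: 68-5-11 XiGFP fibroblast line; Timing: 3 days compound exposure; Compound dosing: one concentration, pinned; Benchmarks: positive control ellipticine, 6 µM final; Buffer or medium: DMEM containing 5-aza-dC.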
# EWS-Fli inh = EWS/Fli-driven NR0B1 reporter inhibitors, primary screen, A673 cells, NR0B1 luciferase, luminescence, MLPCN library; viability-normalised; inhibition, % at 12.6 µM; 0.67% of 350,000 active;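 active means mean inhibition of at least 50% after viability correction, with every replicate also passing that limit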;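 further: firefly luciferase signal divided by Alamar Blue viability fluorescence both relative to DMSO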
# S100A4 inh HTS = inhibitors of S100A4-myosin IIA peptide binding, primary screen, biochemical, fluorescence polarization, TAMRA-MyoIIA peptide; AID 652163, 2013; Protein S100-A4 (Homo sapiens), P26447; 0.14% of 360,000 active; inhibition, % at 10.7 µM;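 active means mean inhibition of at least 70% across replicates, with every replicate also reaching that level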
# Target sequence (P26447 whole entry, looked up): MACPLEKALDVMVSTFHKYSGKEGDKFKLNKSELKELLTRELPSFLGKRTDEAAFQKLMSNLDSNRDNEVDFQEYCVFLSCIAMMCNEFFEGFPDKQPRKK
#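 Test system: S100A4 monomer protein. Medium: HEPES buffer with Ca2+, pH 7.2. Reagent: fluorescent myosin IIA peptide, 5 nM. Compound dosing: single-point compound testing. Timing: 5 min between mix addition and reading. Benchmarks: DMSO neutral and TFP positive wells.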
# RAD54 branch = inhibitors of human RAD54 branch migration, primary screen, biochemical, fluorescence, single point; DNA repair and recombination protein RAD54-like (Homo sapiens), Q92698; RAD54 Holliday junction branch migration, FAM/BHQ fluorescence; inhibition, % at 10.4 µM; 0.14% of 360,000 active;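 active means mean normalized replicate activity at least 40 and at least half of replicates scoring 40 or more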;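 further: 0% = median of neutral control wells and 100% = median of positive control wells; inhibitors cause a drop in the FAM fluorescence signal; in these data hits start at about 50%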
# esBAF inh = Bmi1 luciferase reporter increase in mESCs, primary screen, esBAF inhibitor project, mouse ES cells, Bmi1 luciferase knock-in, single point; AID 602393, 2012; 2% of 350,000 active; 24 h; 100% = twice the neutral-well signal; reporter increase, % at 12.5 µM; in the data active means activation above about 40%;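 further: 0% = median of the plate's neutral control wells and 100% = double that signal; a rise in the Bmi1 reporter signal indicates esBAF inhibition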
# E-sel inducer = E-selectin induction in HUVECs, primary screen, imaging, HUVEC, immunofluorescence imaging, single point. P16581. activation, % at 7.58 µM. 0.37% of 260,000 active. normalized: neutral wells 0, TNF-alpha wells 100;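 active means mean E-selectin-positive cell signal at least 10% of the positive control, reached in at least 60% of replicates, without over 20% cell loss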;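 further: in these data hits start at about 27%; measured in HUVEC primary endothelial cells; signal is the percent of cells scored E-selectin positive by PE staining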
# Target sequence (P16581 whole entry, looked up): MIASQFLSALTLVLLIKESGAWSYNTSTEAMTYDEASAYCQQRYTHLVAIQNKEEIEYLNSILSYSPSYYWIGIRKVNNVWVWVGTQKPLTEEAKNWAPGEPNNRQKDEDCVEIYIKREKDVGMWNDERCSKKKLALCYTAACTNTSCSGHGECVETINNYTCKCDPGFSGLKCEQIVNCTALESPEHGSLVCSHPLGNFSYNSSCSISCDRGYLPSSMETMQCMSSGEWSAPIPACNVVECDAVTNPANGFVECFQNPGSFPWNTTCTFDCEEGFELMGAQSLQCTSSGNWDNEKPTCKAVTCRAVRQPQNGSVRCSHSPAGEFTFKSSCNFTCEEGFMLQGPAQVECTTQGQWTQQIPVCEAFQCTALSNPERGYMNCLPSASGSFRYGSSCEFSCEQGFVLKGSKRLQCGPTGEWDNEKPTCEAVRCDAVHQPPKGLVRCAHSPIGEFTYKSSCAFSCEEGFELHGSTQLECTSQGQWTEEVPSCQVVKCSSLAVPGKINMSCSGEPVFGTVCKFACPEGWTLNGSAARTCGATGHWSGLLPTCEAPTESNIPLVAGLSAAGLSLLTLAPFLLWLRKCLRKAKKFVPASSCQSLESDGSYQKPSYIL
#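 Assay system: HUVEC, human umbilical vein endothelial cells / Amount: 3,000 HUVEC/well / Controls: TNF-alpha positive control, DMSO neutral control / Compound dosing: single concentration / Medium: EGM-2 over gelatin coat / Evaluation: percent E-selectin-positive cells / Signal: immunofluorescence imaging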
# FN deposit inh = inhibitors of fibronectin matrix deposition, primary screen, AH1F cells, Alexa488-fibronectin fluorescence, plate reader; AH1F fibroblasts, overnight; inhibition, % at 12.6 µM; 0.086% of 350,000 active;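 active means mean inhibition across replicates of 30% or more, regardless of how many single replicates reach that level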;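 further: positive control wells lacked labelled fibronectin entirely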
#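 material = AH1F fibroblast monolayer depositing Alexa488-labelled fibronectin into matrix | amount = 10000 AH1F cells/well | buffer or medium = DMEM plus 2% serum, read in PBS | incubation = 1 h cell adhesion before compound, then overnight fibronectin incubation | detection = fluorescence at 485 nm excitation, 525 nm emission | evaluation = percent inhibition as loss of matrix-bound fibronectin fluorescence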
# RAD52 anneal inh = RAD52 DNA annealing inhibitors, primary screen, biochemical, FRET, single point, set 2 | DNA repair protein RAD52 homolog (Homo sapiens), P43351 | recombinant RAD52 DNA annealing, FRET fluorescence | inhibition, % at 18.7 µM | 0.46% of 360,000 active | AID 651710, 2012;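 active means every replicate showing at least 50% inhibition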
# Active calls of the source: *; / = no result given.
SMILES,XiGFP reactiv,EWS-Fli inh,S100A4 inh HTS,RAD54 branch,esBAF inh,E-sel inducer,FN deposit inh,RAD52 anneal inh
Cc1ccc(-c2nn(-c3ccccc3)c3[nH]c(=O)c(CNCc4ccccc4)cc23)cc1,/,18,14,-13,-1,/,/,-65
c1ccc(CCNc2ncnc3c2cnn3-c2ccccc2)cc1,/,/,-3,-4,72*,/,/,-7
CC=Cc1ccc2n(c1=O)C[C@@H]1[C@@H](CO)[C@H](C(=O)NCCc3ccncc3)N(CCC(F)(F)F)[C@H]21 (mixture of isomers),0.2,-2,48,-23,0,0.5,/,-21
CCCCNC(=O)CSc1nc(O)cc(=O)n1C1CCCC1,0.0,4,-14,1,-1,-1.4,-7,-20
O=C(Nc1ccn(CCCN2CCC(N3CCOCC3)CC2)c(=O)n1)OCc1ccccc1,0.2,-12,1,-2,-6,0.0,5,-9
O=C(OCc1c(F)cccc1Cl)c1cccnc1Cl,0.4,4,-3,5,3,0.1,7,2
O=C1C(=O)N(CC2COc3ccccc3O2)c2ccccc21 (stereo unspecified),0.5,26,-4,5,-8,0.2,4,-17
CCC(c1nc2ccccc2[nH]1)n1c(=O)c(-c2cccs2)nc2ccccc21 (stereo unspecified),0.0,4,-4,/,/,0.8,1,-53
CCc1nnc2n1N=C(c1ccc(Br)cc1)CS2,0.0,11,1,5,-2,0.0,-1,-2
O=C(CNC(=O)c1nc[nH]c1C(=O)N1CCNCC1)OCc1ccccc1,0.0,-8,-3,-10,-5,0.2,5,-10
COc1ccc(S(=O)(=O)Nc2cccc3c2O[C@H](CN(C)C(=O)Nc2ccc4c(c2)OCO4)[C@@H](C)CN([C@@H](C)CO)C3=O)cc1,0.1,-9,2,7,1,0.0,2,0
C[C@@H]1CN([C@H](C)CO)C(=O)c2cc(NC(=O)Cc3ccccc3)ccc2O[C@@H]1CN(C)Cc1ccc(C(=O)O)cc1,0.1,/,3,-3,1,-0.2,-12,-6
CN(CC(=O)Nc1c(Cl)cccc1Cl)C(=O)c1ccc(NS(=O)(=O)c2ccc3[nH]c(=O)[nH]c3c2)cc1,-0.1,2,-3,-2,-1,/,2,-23
COc1ccc2c3c([nH]c2c1)[C@@H](CO)N(C(=O)Cc1ccccc1)CC31CN(C(=O)Cc2ccccc2)C1,0.3,6,2,/,/,0.0,/,6
O=C(c1cccc(F)c1)N1CCC(c2nc3ccccc3s2)CC1,0.1,-6,1,-4,-5,6.7,-2,-18
Cc1cc(C(=O)Cn2cc(C(F)(F)F)ccc2=O)c(C)n1CC1CCCO1 (stereo unspecified),-0.1,-2,2,-7,6,-2.0,-6,-14
Cc1noc(C)c1NC(=O)Nc1ccc2c(c1)C(=O)N([C@H](C)CO)C[C@H](C)[C@H](CN(C)Cc1ccc(C(F)(F)F)cc1)OCCCC[C@@H](C)O2,-0.1,-7,-24,-4,2,-0.2,/,-5
C[C@H](NC(=O)C[C@@H]1C=C[C@H](NC(=O)Cc2ccccn2)[C@H](CO)O1)c1ccccc1,0.1,/,6,0,2,0.1,20,-30
Cc1ccc(NS(=O)(=O)c2sc3ccc(Cl)cc3c2C)cc1,0.0,17,-4,-10,/,/,1,-12
COCC(=O)Nc1ccc2c(c1)OC[C@@H](C)N(C(=O)Cc1ccccn1)C[C@@H](C)[C@H](OC)CN(C)C2=O,0.1,1,11,-7,1,-0.2,4,-23
CC(=O)N(C)C[C@H]1Oc2cc(-c3ccccc3F)ccc2S(=O)(=O)N([C@@H](C)CO)C[C@@H]1C,-0.8,-13,-10,-2,4,-0.1,1,8
O=C(O)c1ccc2c(c1)C(=O)N([C@H](Cc1cccc3ccccc13)C(=O)O)C2=O,1.5,-12,-7,-3,-4,0.2,/,-11
COC(=O)C1CC(=O)c2ccsc2C1 (stereo unspecified),0.1,/,/,-2,/,0.0,5,/
COc1ccc(S(=O)(=O)N(C)C[C@H]2Oc3ccc(NC(=O)Nc4c(C)noc4C)cc3CC(=O)N([C@H](C)CO)C[C@@H]2C)cc1,-0.2,-23,4,2,1,-11,/,-3
Cc1ccc2c(=O)n3c(nc2c1)C(Cc1ccccc1)NC(=O)c1ccc(Cl)cc1-3 (stereo unspecified),0.0,-2,-10,/,/,0.0,-7,-5

# Structural class, the compounds so far with a COOH group
SMILES,XiGFP reactiv,EWS-Fli inh,S100A4 inh HTS,RAD54 branch,esBAF inh,E-sel inducer,FN deposit inh,RAD52 anneal inh
C[C@@H]1CN([C@H](C)CO)C(=O)c2cc(NC(=O)Cc3ccccc3)ccc2O[C@@H]1CN(C)Cc1ccc(C(=O)O)cc1,0.1,/,3,-3,1,-0.2,-12,-6
O=C(O)c1ccc2c(c1)C(=O)N([C@H](Cc1cccc3ccccc13)C(=O)O)C2=O,1.5,-12,-7,-3,-4,0.2,/,-11

# The main list resumes with the two entries that preceded the break.
SMILES,XiGFP reactiv,EWS-Fli inh,S100A4 inh HTS,RAD54 branch,esBAF inh,E-sel inducer,FN deposit inh,RAD52 anneal inh
COc1ccc(S(=O)(=O)N(C)C[C@H]2Oc3ccc(NC(=O)Nc4c(C)noc4C)cc3CC(=O)N([C@H](C)CO)C[C@@H]2C)cc1,-0.2,-23,4,2,1,-11,/,-3
Cc1ccc2c(=O)n3c(nc2c1)C(Cc1ccccc1)NC(=O)c1ccc(Cl)cc1-3 (stereo unspecified),0.0,-2,-10,/,/,0.0,-7,-5
COCCCNC(=O)CCc1nnc2ccc(N3CCC(C)CC3)nn12,0.0,22,-4,-1,-12,0.1,2,-2
S=C(NCCCN1CCOCC1)Nc1ccc(N2CCOCC2)cc1,0.2,-2,-1,-6,/,0.0,8,-1
CCCCC[C@H]1CN(CCCC)C(=O)[C@@H]1CC(=O)NCc1ccccc1,0.0,-55,1,-10,1,/,-9,0
CCCC#Cc1ccc([C@H]2[C@H](CO)N3CCCCN(S(=O)(=O)c4ccccc4C)C[C@@H]23)cc1,0.0,13,2,-8,/,-0.2,/,-21
O=C(CSc1ccc(F)cc1)Nc1ccc(N2CCOCC2)cc1,0.1,-19,-6,-6,/,/,3,-13
CCOC(=O)C1CCN(C(=O)N(CC)CC)CC1,0.0,12,-5,-2,-2,/,/,6
CC(=O)NCc1ccc(C(=O)CCl)s1,-0.1,21,4,1,-3,-0.1,-5,10
O=S(=O)(c1ccc(F)cc1)N1CCCCN2[C@H](C1)[C@H](c1ccc(C#CC3CCCC3)cc1)[C@@H]2CO,/,-2,14,2,/,/,/,12
CCN1C(=O)N[C@H](c2ccc(Br)cc2)C(C(C)=O)=C1C,0.0,0,-7,-11,1,-0.5,18,-57
COc1ccccc1C(=O)C1CCCN(C(=O)c2snnc2C)C1 (stereo unspecified),0.0,-1,-38,-23,-8,-0.3,-8,-8
CCCNC(=O)C[C@@H]1C[C@H]2c3cc(NS(=O)(=O)c4ccc(OC)cc4)ccc3O[C@H]2[C@H](CO)O1,0.1,0,/,-9,1,2.3,-7,/
CC#CC[N+](C)(C)CCCCCCCC,0.0,15,0,-12,/,0.1,-2,-6
C[C@@H]1CN([C@@H](C)CO)C(=O)c2c(c3ccccc3n2C)-c2ccccc2CO[C@H]1CN(C)S(=O)(=O)c1ccccc1F,-1.3,17,0,-23,2,1.1,4,12
O=C(/C=C/c1ccc2c(c1)OCO2)c1ccc(O)cc1O,0.0,-29,-4,-1,27,-0.3,11,-6
Cc1noc(C)c1NC(=O)N(C)C[C@H]1Oc2ccc(N(C)C)cc2C(=O)N([C@H](C)CO)C[C@H]1C,-0.1,2,-4,-2,0,7.8,/,1
C[C@H](CO)N1C[C@H](C)[C@@H](CN(C)C(=O)NC2CCCCC2)OCCCC[C@H](C)Oc2ccc(NS(=O)(=O)c3cn(C)cn3)cc2C1=O,0.4,3,8,-11,3,1.0,/,-17
O=C(c1ccccc1)c1c(-c2ccccc2)[nH]n(-c2ccccc2)c(=O)c1=O,0.1,7,7,/,/,-0.2,-3,-22
CC1CCN(CC(=O)Nc2ccc(S(=O)(=O)N3C(C)CCCC3C)cc2)CC1 (stereo unspecified),0.0,15,1,0,8,/,-2,-14
COc1cccc(CN(C)C[C@H]2OCc3ccccc3-c3ccccc3C(=O)N([C@@H](C)CO)C[C@H]2C)c1,-0.5,5,4,7,-4,0.1,-8,4
COC(=O)c1ccc(C2N=C(c3cccs3)CC(c3ccccc3O)N2)cc1 (stereo unspecified),1.4,-6,7,1,-7,-3.1,3,-14
O=C(NC1CCCCC1)C1CCN(S(=O)(=O)c2cccc3nonc23)CC1,0.0,-1,1,-2,-4,/,0,-25
O=C(Cc1c(F)cccc1Cl)Nc1ccc(S(=O)(=O)N2CCCC2)cc1,0.1,/,2,7,/,0.6,-8,0
COc1cc(NC(=O)c2c(Cl)cnn2C)c(OC)cc1Cl,0.2,9,-2,/,/,/,-16,-12
CCCCC(=O)Nc1ccc(C2C(=O)c3ccccc3C2=O)cc1,0.0,-47,-4,/,/,-0.1,2,-10
O=CNc1ccccc1,/,-6,2,5,-4,/,/,0
O=C(O)C(F)(F)C(NCc1ccccc1)c1ccccc1 (stereo unspecified),0.0,0,-6,/,1,-0.2,6,-2
O=C(Cc1cc(=O)[nH][nH]1)N/N=C/c1ccccc1[N+](=O)[O-],0.0,-1,4,-4,-8,-0.1,1,-3

# Seven compounds from above with just XiGFP reactiv, RAD54 branch and EWS-Fli inh:
Molecule,XiGFP reactiv,RAD54 branch,EWS-Fli inh
COc1ccccc1C(=O)C1CCCN(C(=O)c2snnc2C)C1 (stereo unspecified),0.0,-23,-1
CCCNC(=O)C[C@@H]1C[C@H]2c3cc(NS(=O)(=O)c4ccc(OC)cc4)ccc3O[C@H]2[C@H](CO)O1,0.1,-9,0
CC#CC[N+](C)(C)CCCCCCCC,0.0,-12,15
C[C@@H]1CN([C@@H](C)CO)C(=O)c2c(c3ccccc3n2C)-c2ccccc2CO[C@H]1CN(C)S(=O)(=O)c1ccccc1F,-1.3,-23,17
O=C(/C=C/c1ccc2c(c1)OCO2)c1ccc(O)cc1O,0.0,-1,-29
Cc1noc(C)c1NC(=O)N(C)C[C@H]1Oc2ccc(N(C)C)cc2C(=O)N([C@H](C)CO)C[C@H]1C,-0.1,-2,2
C[C@H](CO)N1C[C@H](C)[C@@H](CN(C)C(=O)NC2CCCCC2)OCCCC[C@H](C)Oc2ccc(NS(=O)(=O)c3cn(C)cn3)cc2C1=O,0.4,-11,3
